human PMI inhibitors – MPI inhibition at elevated mannose 6-phosphate – biochemical, fluorescence intensity, high mannose 6-phosphate, primary screen (AID 1220); one-dose inhibition, % at 20 µM; IC50 in µM for titrated hits; 0.66% of 190,000 active; recombinant PMI enzyme, coupled fluorescence intensity; higher % means a stronger effect
UTI89 phage lysis – inhibition of K1F phage lysis, E. coli UTI89, bacterial capsule biogenesis inhibitors, alamar blue (AID 488966); E. coli UTI89 K1F phage lysis, alamar blue, 2 h; higher % means a stronger effect; inhibition, % at 100 µM, or IC50 in µM where a hit was titrated; 0.02% of 340,000 active;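 active = phage lysis inhibition, versus mean bacterial control, above a set limit; inconclusive = no clear call, values can overlap the other calls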;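 note: capsule biogenesis inhibitors block K1F phage lysis so surviving cells raise fluorescence; higher fluorescence means more inhibition of phage lysis; actives were called in the ten point dose series up to 300 µM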
TNAP activators – human TNAP enzyme activators, primary screen, biochemical, luminescent, no phosphate acceptor, uHTS (AID 1001); purified TNAP, luminescent activation assay, no phosphate acceptor; higher activation fold means a stronger effect; one-dose activation fold at 20 µM; EC50 in µM for titrated hits; 0.03% of 200,000 active; in the data active = activation fold from about 3, or a potency from the dose series; inactive = the rest, 99 in 100 with activation fold below about 1.6; note: many of its hits are not listed in these tables
M1AAP inhibition – malaria alanyl aminopeptidase activity blockers – biochemical, fluorogenic H-Leu-NHMec substrate, 1536-well (AID 1445). recombinant M1AAP, H-Leu-NHMec fluorogenic kinetic assay; higher % means a stronger effect. one-dose inhibition, % at 30 µM; IC50 in µM for titrated hits. 0.42% of 220,000 active;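 active = primary inhibition above the hit cutoff, then over 50% inhibition at one or more dose response concentrations, cut at about 23% in these data, passing the limit was not always enough; inconclusive = conflicting primary data, or primary hits not chosen for dose response; inactive = low primary inhibition, or under 50% at every dose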;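 note: plate controls were DMSO full reaction for no effect and no enzyme background for full effect; strong numbers were not always called active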
PMI inhibitors – MPI enzyme activity inhibition – biochemical, fluorescence intensity, coupled assay, primary screen (AID 1209) | inhibition, % at 20 µM, or IC50 in µM where a hit was titrated | 0.42% of 190,000 active | purified PMI enzyme, coupled fluorescence intensity; higher % means a stronger effect;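 note: plate controls were DMSO vehicle for no effect and wells lacking substrate for full effect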
SIAH1 antagonists – Siah-1 peptide-binding antagonists, primary screen, biochemical, fluorescence polarization, rhodamine-plectin, uHTS (AID 1817); Siah-1 / rhodamine-plectin peptide fluorescence polarization; higher % means a stronger effect; displacement, % at 20 µM, or IC50 in µM where a hit was titrated; 0.02% of 290,000 active;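 active = displacement of at least 50% at 20 µM, with a fluorescence ratio check between 0.3 and a set limit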;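 note: plate controls were Siah plus tracer with DMSO for no effect and tracer alone without Siah for full effect; strong numbers were not always called active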
XIAP antagonists – small molecules displacing peptide from XIAP – biochemical, IAP family, fluorescence polarization (AID 1018); 0.007% of 200,000 active; XIAP BIR domain, fluorescence polarization peptide displacement; higher % means a stronger effect; displacement, % at 20 µM, or IC50 in µM where a hit was titrated; in the data active = displacement above about 50%; note: a part of the inactive calls stands beside numbers as strong as those of hits
Hep lipid drop – hepatic lipid droplet formation modulation | AML12 mouse hepatocytes, oleate lipid droplets, BODIPY imaging | inhibition, % at 6.5 µM | 0.4% of 240,000 active;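 active = lipid droplet intensity inhibited by at least 50%, with more than 500 cells counted; inconclusive = wells with under 300 cells, treated as cytotoxic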
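Assay system: AML12 hepatocytes (mouse); Probe or stimulus: oleic acid at 100 µM to induce lipid droplet formation; Dosing: compound at 6.5 µM only; Schedule: compound with oleate, overnight; Detection: fluorescence imaging, 20x objective, two fields per well; Measure: % inhibition of lipid droplet signal.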
M17LAP inhibition – P. falciparum M17LAP inhibitors, primary screen, biochemical, fluorogenic H-Leu-NHMec substrate, 1536-well (AID 1619). inhibition, % at 30 µM, or IC50 in µM where a hit was titrated. recombinant M17LAP, H-Leu-NHMec fluorogenic kinetic assay; higher % means a stronger effect. 0.38% of 220,000 active;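 active = compound inhibiting the enzyme by more than half at any dose during confirmatory dose-response retesting; inconclusive = strong single-dose inhibitors picked by rank but not retested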;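 note: plate controls were full reaction with DMSO carrier for no effect and no enzyme background for full effect; strong numbers were not always called active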
Hep lipid drop cells 6.5 µM – further read-out of Hep lipid drop, marked with its call; cell count; measured here: cell count, cytotoxicity flag;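 cells counted across two imaged fields per well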
* marks the source's active call; other numbers are inactive results; ? = inconclusive; . = no result given; [ ] = another dose, or the depositor's remark. Cut-off read from the data, not from the text of the source, unless noted: active = inhibition above about 50%; inactive = the rest. Rows are unselected. About 1.9% of those tested had a hit in this group.

compound	UTI89 phage lysis	XIAP antagonists	Hep lipid drop	human PMI inhibitors	M17LAP inhibition	PMI inhibitors	SIAH1 antagonists	TNAP activators	Hep lipid drop cells 6.5 µM	M1AAP inhibition
CC(C)(C)Nc1nc(C(N)=O)nc(N2CCOCC2)n1	0.0%	1.2%	0	8%	-8%	11%	-5%	1.1	638	4%
COCc1cc(=O)[nH]c2cc(NC(=O)C3CC3)c(C)cc12	1.7%	-8.1%	-1	3%	6%	3%	-2%	1.1	580	7%
O=C(N/N=C/c1ccc(O)cc1)c1[nH]c2ccc(Br)cc2c1-c1ccccc1	0.0%	-6.4%	?	11%	5%	23%	-7%	1.1	.	16%
Cc1c(N=NC2=C(O)CCCC2=O)c(=O)n(-c2ccccc2)n1C	-0.8%	-8.5%	-8	-4%	16%	-11%	-8%	1	648	-5%
CC(=O)N1N=C(c2cccs2)CC1c1ccco1 (stereo not given)	2.5%	-5.5%	-4	-7%	1%	-6%	14%	1.1	746	6%
Cc1ccc(/C=C(\C#N)C(=O)N2CCCC2)c(C)c1	0.2%	-4.9%	-31	-1%	6%	-7%	-2%	1.1	691	5%
O=C(/C=C/c1cccc([N+](=O)[O-])c1)Nn1c(-c2ccccc2F)nc2ccccc2c1=O	0.3%	-9.4%	35	7%	15%	0%	-1%	1.1	658	1%
COc1cccc(N(C(=O)Cn2nnc3ccccc32)C(C(=O)NCc2ccco2)c2cccnc2)c1 (stereo not given)	0.6%	-3.3%	.	5%	-12%	2%	-1%	0.9	.	4%
CCN=C1SC(C(=O)Nc2ccc(Cl)c(Cl)c2)CC(=O)N1CC (stereo not given)	2.7%	-5.1%	7	5%	1%	12%	0%	1.1	694	1%
CCN(CC)S(=O)(=O)c1ccc2c(c1)c(=O)c(C(=O)NCCOC)cn2C	0.5%	-3.3%	10	14%	14%	14%	2%	1.1	652	11%
O=C(CCC(=O)N1CCN(S(=O)(=O)c2ccc3ccccc3c2)CC1)Nc1cc(Cl)cc(Cl)c1	-0.5%[50 µM]	-9.3%	11	4%	-3%	9%	-7%	1	704	3%
COc1ccc2c(c1)c(=O)c(C(=O)O)c(-c1ccc3c(c1)OCO3)n2C	2.2%[50 µM]	-5.3%	13	0%	17%	3%	22%	1.1	741	3%
Cn1c(=O)c2cn(Cc3ccc(Cl)cc3)cc2n(C)c1=O	2.5%	-3.2%	0	9%	5%	9%	4%	1.1	700	-1%
COCCn1c(COc2ccc(Cl)cc2)nnc1SCC(N)=O	5.6%	-3.9%	4	0%	1%	6%	5%	1	747	-5%
Cc1cc(C(=O)NC(C)C2CCCO2)no1 (stereo not given)	0.4%	-3.7%	10	-5%	-1%	-9%	-3%	1.1	676	-1%
O=C(Cn1nnc(N2CCCC2)n1)N/N=C/c1ccc(Cl)cc1	0.1%	.	-10	.	10%	.	3%	.	688	4%
c1ccc(CNc2nc(N3CCN(Cc4ccccc4)CC3)nc3ccccc23)cc1	.	.	-10	.	0%	.	14%	.	692	4%
O=C1NC(=S)N/C1=C/c1cccc([N+](=O)[O-])c1O	-2.1%	-3.0%	.	9%	-60%	8%	-6%	0.7	.	19%
CS(=O)(=O)N1CCN(c2ccc([N+](=O)[O-])c(NCCN3CCOCC3)c2)CC1	0.5%	-3.0%	.	10%	13%	0%	8%	1	.	5%
CC(C)(C)OC(=O)C1C(=O)CC(C)(O)C(C(=O)OC(C)(C)C)C1c1ccco1 (stereo not given)	-0.2%	-4.3%	-3	4%	-3%	6%	4%	1	720	6%
Nc1nc(SC2c3cccc4cccc(c34)C2NS(=O)(=O)c2ccccc2)n[nH]1 (stereo not given)	3.0%	-2.6%	-29	-15%	1%	-3%	0%	1.5	571	2%
CCNC(=S)Nc1ccc(C)c(S(=O)(=O)Nc2ccccc2OC)c1	-0.1%	.	-1	.	1%	.	-1%	.	694	11%
CN(c1cccc(NC(=O)CN(c2ccc(F)cc2)S(C)(=O)=O)c1)S(C)(=O)=O	-0.6%	-0.2%	7	9%	-3%	11%	-1%	1.1	616	-7%
CC(C)[C@H](N)c1nnc(SCC(=O)c2ccc(Cl)cc2)o1	4.8%	-2.7%	.	-5%	5%	2%	3%	1	.	5%
COc1ccc(-n2nnc3c(SCC(=O)Nc4ccccc4F)ncnc32)cc1	0.7%	-2.9%	10	4%	-10%	-3%	16%	1.1	687	3%
O=C(NCCc1ccccc1)c1n[nH]c2ccccc12	0.7%	-8.8%	21	0%	-3%	-8%	4%	2.1	715	6%
CCSc1nnnn1-c1ccccc1	2.0%	-2.8%	4	3%	-8%	-1%	-1%	1	722	-1%
COc1cccc(CN2CC(O)=C(c3nc(-c4ccc(Cl)cc4)cs3)C2=N)c1	0.8%	-4.5%	-1	16%	-3%	18%	-3%	1.1	558	-2%
Cc1ccc2nc(S(=O)(=O)O)[nH]c2c1	3.8%	-5.6%	.	-4%	-8%	-5%	9%	1.1	.	-1%
N#Cc1c(N)c(C(=O)c2ccc(Br)cc2)n2c1CCC2	0.8%	-5.4%	.	4%	-8%	4%	1%	1	.	-2%

(more compounds)
compound	UTI89 phage lysis	XIAP antagonists	Hep lipid drop	human PMI inhibitors	M17LAP inhibition	PMI inhibitors	SIAH1 antagonists	TNAP activators	Hep lipid drop cells 6.5 µM	M1AAP inhibition
COc1ccc(N(C)S(=O)(=O)c2cccc(C(=O)OC(C(=O)Nc3cc(C)cc(C)c3)c3ccccc3)c2)cc1 (stereo not given)	2.8%	-6.4%	3	8%	-9%	10%	3%	1	649	0%
CCCCNC(=O)c1c[nH]c2ccc(S(=O)(=O)Nc3ccc(OCC)cc3)cc2c1=O	-2.3%	-3.1%	-5	6%	0%	-15%	0%	1.1	766	0%
O=C(O)C(O)c1ccco1 (stereo not given)	8.8%	-14%	-7	-20%	7%	-16%	1%	1	656	-3%
Cc1c(/C=N/NC(N)=O)c2ccccn2c1C(=O)c1ccc(F)cc1	-1.7%[50 µM]	-3.7%	6	2%	1%	6%	-8%	1.1	585	10%
O=C1c2ccccc2C(=O)N1CCCc1nc2ccccc2c(=O)n1-c1cccnc1	.	-2.4%	.	7%	-11%	4%	1%	1.1	.	4%
Cc1nnc(NC(=O)CSc2nc3c(c(=O)n(C)c(=O)n3C)n2C(C)C)s1	-2.6%	-5.3%	11	7%	1%	8%	7%	1.1	718	6%
Cc1ccc(-n2nnnc2SCC(=O)c2cc(C)n(-c3cc(C)on3)c2C)c(C)c1	0.4%	-8.1%	.	-20%	4%	-18%	-3%	1	.	2%
CCCCCCN1C2=NCCCN2c2ccccc21	0.2%	.	-12	.	6%	.	6%	.	592	-1%
O=c1oc2ccccc2cc1-c1csc(Cc2nc(-c3ccc(Br)cc3)cs2)n1	3.9%	-8.9%	-5	-42%	-1%	-22%	-2%	1	600	2%
O=C(NCc1ccccc1)c1cccc(COc2cccc(Cl)c2)c1	2.5%	-0.7%	.	0%	4%	2%	2%	1.2	.	2%
Cc1cccc(N(Cc2cc3ccc(C)cc3[nH]c2=O)C(=O)c2ccco2)c1	0.3%	.	-10	.	3%	.	-5%	.	671	7%
COc1ccc(Cl)cc1N(CC(=O)Nc1ccc2c(c1)OCCO2)S(C)(=O)=O	-0.2%	-20%	.	4%	6%	3%	-1%	1.1	.	12%
Cc1nn(-c2ccc(F)cc2)c(C)c1CN1CCN(CCC(C)C)C(CCO)C1 (stereo not given)	2.8%	-11%	-2	-10%	-4%	-3%	1%	1.1	684	-4%
COc1ccc(-c2nnn(CC(=O)Nc3sc4c(c3C#N)CCCC4)n2)cc1	0.7%	-3.4%	0	-3%	12%	4%	9%	1.1	735	3%
COc1ccc(C)c2sc(NNC(=O)COc3ccccc3)nc12	.	-5.7%	-2	6%	6%	-6%	-2%	2.2	690	1%
Cn1c(=O)cc(OCCCC(=O)Nc2ccc3c(c2)OCCO3)c2ccccc21	0.0%	-2.4%	22	0%	0%	-5%	-8%	1.1	728	4%
O=C(NCc1ccccn1)C1CCN(S(=O)(=O)N2CCCCC2)CC1	3.5%	-4.8%	.	-1%	-16%	-13%	2%	1	.	-2%
Cc1ccc(Cl)cc1N1CCN(S(C)(=O)=O)CC1	3.2%	2.4%	-8	-6%	-1%	2%	-2%	1	695	-8%
COc1ccc(C(=O)OCCc2ccc(O)cc2)cc1	-2.7%	-7.9%	5	10%	16%	3%	4%	1.1	781	1%
COc1cc(NC(=O)C23CC4CC(C2)CC(n2nnc(C)n2)(C4)C3)c(OC)cc1Cl	0.0%	-8.5%	.	12%	1%	6%	-6%	1.1	.	0%
Cc1coc(NC(=O)CSc2nc(-c3ccncc3)cc(C(F)(F)F)c2C#N)n1	0.6%	-15%	0	17%	-4%	10%	0%	1.1	719	7%
O=C1Nc2ccccc2C1(O)C/C(=N/O)c1ccccc1 (stereo not given)	-0.7%	-1.6%	0	-7%	7%	10%	6%	1.1	714	0%
COC(Cn1c(C)c(C(C)=O)c(C(C)=O)c1C)OC	0.0%	1.8%	.	-1%	2%	2%	1%	1.1	.	-7%
CCOC(=O)CN(c1cc([N+](=O)[O-])ccc1OC)S(C)(=O)=O	-0.9%	-13%	-6	3%	0%	4%	-4%	1	702	-1%
COc1ccc(NC(=O)/C(=C/c2ccc(OC(C)=O)c(OC)c2)NC(C)=O)cc1	1.3%[50 µM]	-2.1%	10	-5%	19%	11%	-4%	0.8	583	9%
COc1ccc(NC(=O)CC2C(=O)N(c3ccc(Cl)cc3)C(=S)N2CCc2ccncc2)cc1 (stereo not given)	-2.0%	-3.5%	.	9%	32%	14%	4%	1.1	.	5%
Cc1ccc(NC(=S)N(C)N)cc1Cl	0.0%	-1.4%	-1	6%	6%	10%	0%	1	671	0%
COC(C[C@H](O)CC(=O)[C@H](C)OCc1ccccc1)OC	0.8%	.	7	.	0%	.	-2%	.	675	1%
Cc1cc(=O)n2[nH]cc(C(=O)O)c2n1	0.5%	-1.8%	-5	-9%	7%	-7%	1%	1.1	774	7%

3 entries from above, arranged by their value in PMI inhibitors, smallest number first.
Molecule,PMI inhibitors
O=C(NCc1ccccn1)C1CCN(S(=O)(=O)N2CCCCC2)CC1,-13%
Cc1ccc(Cl)cc1N1CCN(S(C)(=O)=O)CC1,2%
CCOC(=O)CN(c1cc([N+](=O)[O-])ccc1OC)S(C)(=O)=O,4%
